DNMT1 inh – human DNMT1 methyltransferase inhibitors, primary screen, biochemical, molecular beacon, fluorescence, HinP1I cleavage, uHTS; DNA (cytosine-5)-methyltransferase 1 (Homo sapiens), P26358; 0.83% of 360,000 active; inhibition (reported as % activation of signal), % at 10 µM; in the data active = inhibition above about 50%
Rpn11 inh – Rpn11 (PSMD14) deubiquitinase inhibitors, primary screen, biochemical, fluorescence polarization, uHTS; human 26S proteasome, Ub4-pepOG fluorescence polarization; 20S core pre-blocked with epoxomicin; 0.59% of 360,000 active; 26S proteasome non-ATPase regulatory subunit 14 (Homo sapiens), O00487; calls only at 20 µM;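 active = inhibition at 20 µM, scaled to each plate's controls, above about 33%, limit read from the data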
Target sequence (O00487 whole entry, looked up): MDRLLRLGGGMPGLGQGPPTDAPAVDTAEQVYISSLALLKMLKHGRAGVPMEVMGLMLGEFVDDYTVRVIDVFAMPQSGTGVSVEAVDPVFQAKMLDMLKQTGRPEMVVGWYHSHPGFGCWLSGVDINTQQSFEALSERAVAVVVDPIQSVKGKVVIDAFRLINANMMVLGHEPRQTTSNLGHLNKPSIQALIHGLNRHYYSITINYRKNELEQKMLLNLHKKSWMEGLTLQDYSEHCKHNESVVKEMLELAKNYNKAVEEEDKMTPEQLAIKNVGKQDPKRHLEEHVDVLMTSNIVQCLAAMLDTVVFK
Neddyl block – inhibitors of cullin neddylation, primary screen, biochemical, TR-FRET, uHTS, NAE and Ubc12; NEDD8-conjugating enzyme Ubc12 (Homo sapiens) + NEDD8-activating enzyme E1 regulatory …; calls only at 25 µM; 0.58% of 360,000 active; in the data active = inhibition above about 36%
Rin1-Abl PPI inh – inhibitors of Rin1-Abl protein binding, primary screen, biochemical, TR-FRET; Tyrosine-protein kinase ABL1 (Homo sapiens) + Ras and Rab interactor 1 (Homo sapiens), …; 0.4% of 360,000 active; inhibition, % at 7.35 µM; in the data active = inhibition above about 5%, passing the limit was not always enough
LMPTP inh – LMPTP phosphatase inhibitors, primary screen, biochemical, fluorescence intensity, uHTS. Low molecular weight phosphotyrosine protein phosphatase (Homo sapiens), P24666. recombinant LMPTP-A, OMFP fluorogenic substrate. inhibition, % at 20 µM. 0.22% of 360,000 active;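 active = compounds that cut the enzyme signal by at least half of the control window in the single-dose screen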;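 also: plate controls were DMSO wells with enzyme plus substrate for no effect and substrate without enzyme for full effect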
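Assay system: LMPTP-A, protein tyrosine phosphatase of low molecular weight / Medium: pH 6.0 Bis-Tris buffer with DTT and Triton X-100 / Schedule: 50 min enzyme reaction at room temperature, protected from light / Measured by: endpoint fluorescence intensity from OMFP dephosphorylation / Read-out basis: % inhibition relative to no-enzyme and uninhibited control wells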
Scp1 inh – Scp-1 phosphatase inhibitors, primary screen, biochemical, colorimetric, uHTS; AID 493091, 2011; 0.88% of 340,000 active; Recombinant Scp1, phosphopeptide, malachite green phosphate absorbance; inhibition, % at 20 µM; Carboxy-terminal domain RNA polymerase II polypeptide A small phosphatase 1 (Homo …;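 active = inhibition above about 50% at 20 µM, limit read from the data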;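 also: plate controls were DMSO wells with enzyme for no effect and wells lacking enzyme for full effect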
Target sequence (Q9GZU7 76-261 limits assumed): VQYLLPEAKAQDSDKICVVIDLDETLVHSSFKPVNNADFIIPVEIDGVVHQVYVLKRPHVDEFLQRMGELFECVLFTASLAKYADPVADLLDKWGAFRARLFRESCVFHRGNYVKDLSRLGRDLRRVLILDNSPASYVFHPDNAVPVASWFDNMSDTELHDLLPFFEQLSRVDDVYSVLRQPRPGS
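Incubation: 45 min enzyme reaction at room temperature / System: truncated SCP-1 phosphatase (76-261aa) / Reagent: Phospho 17-mer peptide substrate / Buffer or medium: Acidic Tris acetate buffer with magnesium and detergent / Signal: absorbance at 630 nm / Doses: one concentration, 20 µM, with 1.0% DMSO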
CSN inh – inhibitors of CSN-mediated cullin deneddylation, primary screen, biochemical, fluorescence polarization, uHTS. COP9 signalosome complex subunit 5 (Homo sapiens), Q92905. Purified CSN, SCF-Nedd8-OG deneddylation. inhibition, % at 12.5 µM. 0.38% of 360,000 active;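 active = pattern-corrected inhibition above about 35%, with an unprinted fluorescence ratio check between 0.5 and 1.5, limit read from the data, passing the limit was not always enough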;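 also: 0% = enzyme with substrate and 100% = substrate without enzyme; some results filed as inactive read as strong as hits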
Target sequence (Q92905 whole entry, looked up, one chain of several): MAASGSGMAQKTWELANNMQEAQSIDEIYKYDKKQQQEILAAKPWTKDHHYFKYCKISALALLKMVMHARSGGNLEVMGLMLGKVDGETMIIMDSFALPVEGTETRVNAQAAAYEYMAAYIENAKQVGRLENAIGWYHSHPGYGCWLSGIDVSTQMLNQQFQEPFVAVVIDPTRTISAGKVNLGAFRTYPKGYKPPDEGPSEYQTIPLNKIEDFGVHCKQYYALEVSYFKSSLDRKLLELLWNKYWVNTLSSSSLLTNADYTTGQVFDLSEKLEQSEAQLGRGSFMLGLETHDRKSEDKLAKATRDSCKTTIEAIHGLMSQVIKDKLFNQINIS
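test system = HEK293T-derived human Csn5 enzyme | amount = 0.24 nM Csn5 enzyme, final concentration | medium = Tris/NaCl/DTT buffer, pH 7.5 | schedule = 90 min reaction at room temperature | signal = FP | evaluation = inhibition of Csn5 cleavage, % | compound dosing = single dose of 12.5 µM compound with 0.25% DMSO | probe or stimulus = 10 nM SCFSkp2-Nedd8OG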
NadD block – inhibitors of S. aureus NadD, primary screen, biochemical, colorimetric, uHTS. inhibition, % at 20 µM. 0.78% of 360,000 active. purified NadD enzyme, colorimetric absorbance read-out. Nicotinate-nucleotide adenylyltransferase NadD (Staphylococcus aureus N315); in the data active = inhibition above about 26%; also: some compounds past the cut are filed as inactive
STEP block – STEP phosphatase inhibitors, primary screen, biochemical, fluorescence intensity, uHTS; recombinant STEP, OMFP fluorogenic substrate; Tyrosine-protein phosphatase non-receptor type 5 (Homo sapiens), P54829; inhibition, % at 20 µM; AID 588621, 2011; 0.25% of 360,000 active;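 active = inhibition at 20 µM, scaled per plate between control wells, above about 37%, limit read from the data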;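 also: 0% = DMSO with enzyme and substrate and 100% = substrate only without enzyme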
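System: isolated STEP enzyme; schedule: 20 min enzyme reaction at room temperature, protected from light; medium: Bis-Tris buffer pH 6.0, 2.5 mM DTT, 0.005% Tween 20; signal: fluorescence, 480/540 nm; dosing: single compound dose of 20 µM, 1% DMSO final; also added: OMFP substrate, 25 µM final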
SUMO1 PPI mod – modulators of SUMO1 protein-protein interactions, primary screen, biochemical, uHTS; SUMO1 binding to a labelled peptide, TR-FRET, 1 h; inhibition, % at 20 µM; 0.33% of 360,000 active; in the data active = inhibition above about 37%
Target sequence (P63165 whole entry, looked up): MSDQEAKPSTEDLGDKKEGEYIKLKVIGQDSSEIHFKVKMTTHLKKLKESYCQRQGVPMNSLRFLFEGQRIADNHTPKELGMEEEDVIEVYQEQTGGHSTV
Active calls of the source: *; i = inactive; · = not tested or not shown.

nr	mol	DNMT1 inh	Rpn11 inh	Neddyl block	Rin1-Abl PPI inh	LMPTP inh	Scp1 inh	CSN inh	NadD block	STEP block	SUMO1 PPI mod
1	Cc1ccc(S(=O)(=O)NCc2ccc(C(=O)N3CCN(c4ccccc4)CC3)cc2)cc1	1	i	i	1	0.8	-3	-5	-6	0	5
2	c1ccc(CNc2nc(NCCOc3ccccc3)c3sccc3n2)cc1	-8	i	i	0	18	·	-2	13	6	-1
3	Nc1ccc2oc(-c3cc(Br)ccc3Cl)nc2c1	-11	i	·	1	1.6	-2	6	-6	-4	-1
4	CCc1ccc(CN2CCC(N3CCC(C(=O)N4CCCC4)CC3)CC2)o1	1	i	i	0	-2.6	-7	2	-3	-3	3
5	O=C(c1nc2ncccn2n1)N1CCN(c2ccccc2)CC1	-1	i	i	-3	-1.3	0	-4	-2	2	-3
6	Cc1[nH]c2ccccc2c1C(=O)CN1CCN(C/C=C/c2ccccc2)CC1	-11	i	i	-2	1.5	3	1	-1	-2	-4
7	CC(=O)Nc1ccc(Oc2ccc3nc(C)[nH]c3c2)cc1	0	i	i	-5	4.8	0	-1	8	3	0
8	CC1CCCCC1NC(=O)Cn1nc(-c2ccccc2)ccc1=O (stereo not drawn)	0	i	i	-1	-1.2	-13	0	-4	0	-5

Random excerpt: 3 entries already listed.
nr	mol	DNMT1 inh	Rpn11 inh	Neddyl block	Rin1-Abl PPI inh	LMPTP inh	Scp1 inh	CSN inh	NadD block	STEP block	SUMO1 PPI mod
8	CC1CCCCC1NC(=O)Cn1nc(-c2ccccc2)ccc1=O (stereo not drawn)	0	i	i	-1	-1.2	-13	0	-4	0	-5
6	Cc1[nH]c2ccccc2c1C(=O)CN1CCN(C/C=C/c2ccccc2)CC1	-11	i	i	-2	1.5	3	1	-1	-2	-4
4	CCc1ccc(CN2CCC(N3CCC(C(=O)N4CCCC4)CC3)CC2)o1	1	i	i	0	-2.6	-7	2	-3	-3	3

Reformatted with values under each structure: part of the list above.
Results follow in this order: DNMT1 inh, Rpn11 inh, Neddyl block, Rin1-Abl PPI inh, LMPTP inh, Scp1 inh, CSN inh, NadD block, STEP block, SUMO1 PPI mod
(3) Nc1ccc2oc(-c3cc(Br)ccc3Cl)nc2c1
    -11, i, ·, 1, 1.6, -2, 6, -6, -4, -1
(4) CCc1ccc(CN2CCC(N3CCC(C(=O)N4CCCC4)CC3)CC2)o1
    1, i, i, 0, -2.6, -7, 2, -3, -3, 3
(5) O=C(c1nc2ncccn2n1)N1CCN(c2ccccc2)CC1
    -1, i, i, -3, -1.3, 0, -4, -2, 2, -3

(listing goes on)
nr	mol	DNMT1 inh	Rpn11 inh	Neddyl block	Rin1-Abl PPI inh	LMPTP inh	Scp1 inh	CSN inh	NadD block	STEP block	SUMO1 PPI mod
9	Cc1ccc(C)c(S(=O)(=O)N2C(=S)NC(=O)C2C(C)C)c1 (stereo not drawn)	-1	i	i	-1	-1.3	-19	3	-5	-14	1
10	CC(=O)Nc1cc(-c2ccc(C(=O)NC3CC3)cc2)cn2c(-c3ccc(F)c(Cl)c3)cnc12	-11	i	i	-2	2.7	·	5	0	-2	-3
11	COc1cccc(C2c3[nH]c4ccccc4c3C[C@H]3C(=O)N(C)CC(=O)N23)c1 (stereo partly drawn)	-5	i	i	4	-0.7	-13	-5	-2	0	1
12	CC(C)C(=O)Nc1ccc([N+](=O)[O-])cc1Br	-2	i	i	3	-1.6	-10	0	4	0	-15
13	O=C(NC(n1ccc(=O)[nH]c1=O)C(Cl)(Cl)Cl)C12CC3CC(CC(C3)C1)C2 (stereo not drawn)	2	i	i	-1	-0.4	4	-2	-1	3	2
14	C=CCNC(=O)Nc1ccc(Br)cc1Cl	-1	i	i	-1	-0.3	43	1	0	0	1
15	Cc1cc([N+](=O)[O-])nn1CCCC(=O)NCc1ccccc1	-1	i	i	0	-1.8	8	1	-3	-2	-7
16	CN(C)S(=O)(=O)c1cccc(NC(=O)c2ccc(N3CCCC3=O)cc2)c1	5	i	i	-2	-1.4	-3	-3	-1	-1	2
17	COC(=O)c1cc(NS(=O)(=O)c2cccc(Cl)c2)ccc1N1CCOCC1	4	i	i	2	-1.2	-19	1	-6	-4	1
18	Cn1c2ccc(CC(=O)O)cc2c2cc(CC(=O)O)ccc21	-2	i	i	0	0.0	-7	4	3	-1	15
19	Cc1ccc(S(=O)(=O)N2CCCOC2CNC(=O)C(=O)NCCc2ccco2)cc1 (stereo not drawn)	-2	i	i	-3	-0.5	·	5	3	-3	15
20	COc1ccccc1CC(=O)NNC(=O)c1ccco1	1	i	i	-1	-0.5	-7	-2	1	0	-1
21	O=c1o[nH]c(-c2ccccc2)c1-c1ccccc1	-3	i	i	-2	0.1	-7	3	1	1	6
22	COCCNC(=O)CCSc1nc(-c2ccc(OC)cc2)cc(C(F)(F)F)n1	-6	i	i	-5	1.3	-10	-3	-4	4	-1
23	Cc1ccccc1OCCN1C(=O)c2ccccc2C1=O	11	i	i	0	0.7	-10	1	-1	0	-6
24	CC(C)CC(=O)N=C1SC2CS(=O)(=O)CC2N1Cc1ccccc1 (stereo not drawn)	2	i	i	0	-1.6	-1	1	-4	0	1
25	CC(C)=CCC[C@H](C)C[C@@H]1Cc2[nH]c(=S)[nH]c(=O)c2[C@@H](c2ccc(F)cc2)O1	·	·	i	·	2.3	·	-6	26	·	5
26	N#CCC(=O)Nc1ccc(C(=O)OCC(=O)c2ccc3c(c2)OCO3)cc1	-6	i	i	1	-0.1	-1	-4	2	-2	-2
27	CCOc1ccc(NC(=O)NC2CCCc3ccccc32)cc1 (stereo not drawn)	16	i	i	0	-0.1	-4	-2	8	0	5
28	CCCCN(C(=O)c1cc2ccccc2o1)c1c(N)n(CCC)c(=O)[nH]c1=O	-1	i	i	1	-2.3	-5	5	-2	1	2
29	CC1(C)CC(=O)C(N=Nc2cc3c(cc2[N+](=O)[O-])OCCO3)=C(O)C1	-2	i	i	-5	1.2	-6	2	-4	-1	-41
30	COc1ccc(S(=O)(=O)N2CCN(C3CC4CCC3C4)CC2)cc1 (stereo not drawn)	1	i	i	4	-0.7	-2	-2	3	-3	-2
31	Fc1ccc(-c2cc(C(F)(F)F)nc(NCC3CCCO3)n2)cc1 (stereo not drawn)	8	i	i	-1	2.0	-2	-2	-6	0	-1
32	CC(=O)CC(=O)Nc1ccccc1NC(C)=O	2	i	i	0	-1.4	-8	3	0	0	0

33) Cc1cn(CC(=O)c2ccccc2)c2ccccc12
34) NC(=O)CC(NC(=O)c1ccccc1)c1ccc(N2CCCCCC2)c([N+](=O)[O-])c1 (stereo not drawn)
35) CCc1ccc(OCCNC(=O)c2ccccc2SCc2ccc(F)cc2)cc1
36) CCN1CCN(CC(O)COCC2COc3ccccc3O2)CC1 (stereo not drawn)
37) COc1ccc(CNC(=O)CN(c2ccc(C)cc2)S(=O)(=O)c2c(C)noc2C)cc1
38) CC(/C=N\NC(=O)c1cc(C)oc1C)=C\c1ccccc1
39) O=C(Nc1nc(-c2ccc3c(c2)OCCO3)cs1)c1ccco1
40) O=C(c1cc(COc2ccc(F)c(F)c2)on1)N1CCN(C2CCCCC2)C(=O)C1
41) NS(=O)(=O)c1ccc(CCNc2cc(=O)n(Cc3ccc(F)cc3)c(=O)[nH]2)cc1
42) CN(C)CCNC(=O)c1onc(CSc2ccc(F)cc2)c1C(=O)NCCN(C)C

Screen / compound no.	33	34	35	36	37	38	39	40	41	42
DNMT1 inh	2	0	-4	1	1	72*	-4	-2	-8	1
Rpn11 inh	i	i	i	i	i	i	i	i	i	i
Neddyl block	i	i	i	i	i	i	i	i	i	i
Rin1-Abl PPI inh	3	-4	-3	-1	4	1	0	-1	-1	3
LMPTP inh	-1.8	1.2	5.4	-4.7	-1.3	0.2	2.1	-0.4	1.5	-9.8
Scp1 inh	0	-8	-14	-4	-8	-4	·	-9	-6	4
CSN inh	6	-4	-3	-1	5	1	3	3	-3	-1
NadD block	-5	-8	-2	-5	6	-2	-7	-1	-5	-5
STEP block	3	2	3	-2	0	1	-2	0	2	1
SUMO1 PPI mod	3	-27	0	1	4	-10	-1	1	4	-42

43) O=C(c1ccccc1[N+](=O)[O-])N1CCCC(C(=O)N2CCCCCC2)C1 (stereo not drawn)
44) Cc1nn2c3ccccc3nc2n(C)c1=O
45) CCOC(=O)c1c(NC(=O)CSc2nnc(-c3ccc(Cl)cc3)o2)sc2c1CCC2
46) C=CCn1c(SCC(=O)NC2CCCCC2)nnc1-c1ccccn1
47) CCCCCN(C(=O)CCC(=O)OCc1ccccc1C(F)(F)F)c1c(N)n(CCCC)c(=O)[nH]c1=O
48) CCOc1ccc(NC(=S)N2CCC(NC(=O)C3CCCCC3)CC2)cc1
49) O=C1Nc2ccccc2C(=O)N(c2ccc3c(c2)OCCO3)C1C(=O)NC1CC1 (stereo not drawn)
50) CCCCN(C(=O)CCC(=O)Nc1cc(C)on1)C(C(=O)NC(C)(C)CC)c1cccc(OC)c1OC (stereo not drawn)
51) CC(C)N1CCC2(CC1)N=C(c1ccc3c(c1)OCO3)CC(c1cc(Cl)ccc1O)N2 (stereo not drawn)

Screen / compound no.	43	44	45	46	47	48	49	50	51
DNMT1 inh	0	0	1	3	-4	4	·	0	-1
Rpn11 inh	i	i	i	i	i	i	·	i	i
Neddyl block	i	i	i	i	i	i	i	i	i
Rin1-Abl PPI inh	0	1	-2	2	-1	-1	·	1	1
LMPTP inh	0.5	-0.4	0.4	-0.8	-4.0	2.1	-0.6	-0.9	2.4
Scp1 inh	-3	4	-5	20	-7	7	·	-14	-7
CSN inh	-1	3	-1	-4	4	4	2	-2	5
NadD block	1	-16	-5	2	-5	2	·	-7	0
STEP block	0	4	4	-2	-1	2	·	-4	-3
SUMO1 PPI mod	-10	2	0	2	5	7	-5	9	1

Source: PubChem BioAssay (several laboratories)
